Compound activity as filed in PubChem BioAssay.
Wee1 stabilizer = Wee1 degradation inhibitors, primary screen, cell-based, HeLa, Wee1K328M-luciferase, luminescence; 220,000 tested, 1.2% active; HeLa Luc-Wee1K328M stability; 100% = proteasome inhibitor MG132 effect; Wee1-like protein kinase (Homo sapiens), P30291; reporter increase, % at 5 µM;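 active means activation above the mean of all tested compounds plus 3 SD, set per screening run, cut at about 8.8% in these data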;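 further: cells exposed to compound for 20 h before luminescence read; 0% = DMSO alone and 100% = MG132 at 30 µM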
FXIIa inh = human FXIIa protease inhibitors, primary screen, biochemical, 1536-well; Coagulation factor XII (Homo sapiens), P00748; purified FXIIa, Boc-QGR-AMC fluorogenic substrate, 2 h; inhibition, % at 5 µM; 220,000 tested, 0.3% active; in the data active means inhibition above about 40%;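 further: 0% = enzyme with no compound and 100% = blank without enzyme; many of its hits are not listed in these tables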
Target sequence (P00748 20-372 limits assumed): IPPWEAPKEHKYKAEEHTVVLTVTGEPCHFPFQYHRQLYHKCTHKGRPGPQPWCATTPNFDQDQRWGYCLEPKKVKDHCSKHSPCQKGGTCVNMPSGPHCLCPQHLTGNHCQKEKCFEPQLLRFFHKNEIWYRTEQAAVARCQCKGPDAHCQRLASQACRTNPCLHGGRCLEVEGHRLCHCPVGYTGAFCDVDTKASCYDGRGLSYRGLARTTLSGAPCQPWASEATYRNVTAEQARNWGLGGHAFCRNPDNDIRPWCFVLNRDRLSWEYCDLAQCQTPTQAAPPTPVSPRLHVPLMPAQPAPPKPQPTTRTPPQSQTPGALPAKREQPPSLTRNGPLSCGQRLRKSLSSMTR
Target sequence (P00748 373-615 limits assumed): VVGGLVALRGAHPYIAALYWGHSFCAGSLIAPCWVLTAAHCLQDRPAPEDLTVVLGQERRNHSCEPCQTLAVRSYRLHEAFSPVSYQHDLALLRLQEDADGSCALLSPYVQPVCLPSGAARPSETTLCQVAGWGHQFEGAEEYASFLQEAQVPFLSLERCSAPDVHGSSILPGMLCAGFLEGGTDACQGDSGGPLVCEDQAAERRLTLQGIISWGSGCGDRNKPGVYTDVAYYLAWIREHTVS
Runt-CBFb FRET = inhibitors of RUNX1 Runt–CBFb binding, primary screen, biochemical, FRET, Cerulean-Runt, Venus-CBFb, uHTS; AID 1496, 2009; 220,000 tested, 0.46% active; Cerulean-Runt/Venus-CBFb FRET ratio 530/480, 1 h; Runt-related transcription factor 1 (Homo sapiens) + Core-binding factor subunit beta …; inhibition, % at 20 µM;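 active means inhibition over about 50% at 20 µM in the single-dose screen, limit read from the data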;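 further: 0% = DMSO wells and 100% = excess unlabeled CBFb competitor control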
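Measured by: fluorescence energy transfer, 422 nm excitation, 530/480 nm emission; Assay system: Cerulean-Runt domain; Medium: Tris pH 7.5 buffer with BSA; Measure: loss of energy transfer signal; Controls: 5 µM unlabeled CBFb as full-inhibition high control; Incubation: protein complex preformed 1 h, compound exposure 1 h, room temperature, dark.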
14-3-3 Bad inh = inhibitors of 14-3-3 zeta/Bad binding, primary screen, biochemical, TR-FRET, bovine 14-3-3 zeta; TR-FRET 14-3-3zeta/Dy647-pBad peptide displacement, 1 h; inhibition, % at 21.7 µM; 220,000 tested, 0.71% active; AID 781, 2007;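 active means inhibition above about 70%, limit read from the data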;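 further: 0% = full 14-3-3 plus peptide FRET controls and 100% = background without 14-3-3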
Target sequence (P63103 whole entry, looked up): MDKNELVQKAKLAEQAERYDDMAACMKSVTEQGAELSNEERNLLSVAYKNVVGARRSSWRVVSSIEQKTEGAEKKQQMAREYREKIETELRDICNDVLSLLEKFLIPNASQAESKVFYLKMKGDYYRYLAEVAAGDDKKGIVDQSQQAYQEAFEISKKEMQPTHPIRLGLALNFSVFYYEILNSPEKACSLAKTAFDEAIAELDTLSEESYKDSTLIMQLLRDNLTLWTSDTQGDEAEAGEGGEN
Hck-Nef inh = inhibitors of Nef-activated human Hck kinase, primary screen, biochemical, Z-Lyte FRET, 384-well, Hck-YEEI; Tyrosine-protein kinase HCK (Homo sapiens), P08631; Recombinant Hck-YEEI plus Nef, Z-Lyte FRET kinase assay; inhibition, % at 20 µM; 220,000 tested, 0.68% active; AID 463187, 2010;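 active means Hck-Nef kinase inhibition above about 50%, limit read from the data; inactive means inhibition below that limit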;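 further: 0% = DMSO with Hck plus Nef and 100% = Hck alone without Nef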
FXIa inh = human FXIa protease inhibitors, primary screen, biochemical, 1536-well. Coagulation factor XI (Homo sapiens), P03951. purified FXIa, Boc-Glu-Ala-Arg-AMC fluorogenic substrate. inhibition, % at 5 µM. 220,000 tested, 0.14% active. AID 798, 2007;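 active means inhibition of at least 40%; inactive means inhibition below 40%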;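 further: fluorescence of freed AMC excited at 355 nm; 0% = enzyme without compound and 100% = no enzyme blank; many of its hits are not listed in these tables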
Thrombin inh = human alpha-thrombin inhibitors, primary screen, counter-screen for coagulation protease inhibitor project, biochemical, 1536-well, fluorogenic AMC substrate; Prothrombin (Homo sapiens), P00734; Boc-VPR-AMC fluorogenic substrate cleavage; inhibition, % at 5 µM; 220,000 tested, 0.26% active; AID 1046, 2008;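 active means inhibition at or above 40%; inactive means inhibition below 40%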;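 further: 0% = enzyme with no compound and 100% = wells without enzyme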
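System – human alpha-thrombin · Medium – pH 7.5 Tris (50 mM) with NaCl 150 mM, Tween 20 0.05% · Compound – single-point dosing at 5 µM, 0.2% DMSO · Incubation – enzyme reaction carried out at room temperature · Technique – fluorescence of released AMC, ex 355 nm, em 460 nm · Read-out basis – % inhibition of thrombin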
KLK5 inh = human KLK5 protease inhibitors, primary screen, biochemical, 1536-well; Kallikrein-5 (Homo sapiens), Q9Y337; recombinant hK5, fluorogenic AMC substrate cleavage; inhibition, % at 5 µM; 210,000 tested, 0.59% active;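 active means inhibition of 40% or more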;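 further: 0% = enzyme controls without compound and 100% = no-enzyme blanks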
Target sequence (Q9Y337 67-293 limits assumed): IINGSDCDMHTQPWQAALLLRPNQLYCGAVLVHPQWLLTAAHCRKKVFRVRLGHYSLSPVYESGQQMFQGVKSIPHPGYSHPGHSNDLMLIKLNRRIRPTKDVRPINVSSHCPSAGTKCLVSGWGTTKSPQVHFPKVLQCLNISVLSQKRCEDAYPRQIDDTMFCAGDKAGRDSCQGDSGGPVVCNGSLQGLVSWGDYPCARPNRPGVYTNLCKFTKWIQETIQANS
Runt-SMMHC FRET = inhibitors of RUNX1 Runt–CBFb-SMMHC binding, primary screen, biochemical, FRET, Cerulean-Runt, Venus-CBFb-SMMHC, uHTS; Runt-related transcription factor 1 (Homo sapiens) + Core-binding factor subunit beta …; Cerulean-Runt/Venus-CBFb-SMMHC FRET ratio 530/480, 1 h; 220,000 tested, 0.74% active; inhibition, % at 20 µM;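 active means mean inhibition across duplicate retests at 20 µM reaching about 50%, limit read from the data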;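 further: 0% = DMSO wells and 100% = wells with excess untagged CBFb-SMMHC; inhibitors lower the FRET ratio by blocking Runt binding to CBFb-SMMHC; some results filed as inactive read as strong as hits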
* marks the source's active call; other numbers are inactive results; x = no result given; [ ] = remark or other dose.

SMILES	Wee1 stabilizer	FXIIa inh	Runt-CBFb FRET	14-3-3 Bad inh	Hck-Nef inh	FXIa inh	Thrombin inh	KLK5 inh	Runt-SMMHC FRET
O=C(CCc1nc(-c2cccs2)no1)Nc1cnc2ccccc2c1	1	17	-3	-3	3	11	1	-8	-4
COc1ccc([N+](=O)[O-])cc1NC(=O)C(C)N(C)Cc1ccc(Br)cc1 (stereo not drawn)	0	14	2	-17[fluorescence artefact?]	4	3	-1	-5	4
CCOC(=O)c1c(C2CC2)csc1NC(=O)CSCc1c(C)noc1C	-2	5	-5	-14	0	-11	-13	-13	-4
COc1ccc2c(c1)[nH]c1c(=O)n(CC3CCCO3)cnc12 (stereo not drawn)	4	8	4	0	1	-7	-2	-29	7
Oc1ccc(C(c2nnnn2C2CCCC2)N2CCc3ccccc3C2)cc1 (stereo not drawn)	5	14	10	76*	3	0	5	2	8
CC(C)(C)NC(=O)C(c1cccs1)N(Cc1cccs1)C(=O)c1csnn1 (stereo not drawn)	0	11	0	-5	8	-3	-2	x	-1
Cn1c(=O)[nH]c(=O)c2c1nc(NCCc1ccccc1)n2CC(O)COc1ccccc1 (stereo not drawn)	1	10	-2	2	0	0	-2	-8	1
Cc1ccccc1SCC(=O)N1CCN(c2ccc(C(F)(F)F)cn2)CC1	1	12	-4	1[fluorescence artefact?]	5	3	-8	-8	-6
CCOc1ccc(CN(C)CC(=O)Nc2cccc(C)c2)cc1OC	-3	2	-1	-8	0	-3	-5	-2	-3
Cc1cc(NS(=O)(=O)c2ccc(NC(=O)C(C)Oc3ccc(Cl)cc3)cc2)no1 (stereo not drawn)	-2	17	-3	48	0	3	2	6	0
CCOC(=O)C1CCN(C(=O)c2cn(-c3ccccc3)nc2-c2cccnc2)CC1	-1	x	-2	x	4	x	x	x	2
Cc1cc(Cl)ccc1OCCCC(=O)NO	3	11	0	0[fluorescence artefact?]	-13	-12	-2	-10	0
O=C1c2ccccc2-c2n[nH]c(=O)c3ccc(N4CCCCC4)c1c23	3	15	-5	-13	41	5	-4	6	0
N#C/C(=C/c1ccncc1)c1nc2ccccc2c(=O)[nH]1	3	2	-8	-3	5	0	-2	-1	-11
COc1ccc(F)c(CN2CCC(CO)(Cc3cccc(C(F)(F)F)c3)CC2)c1	1	8	-2	2	-11	3	-2	x	-1
CCn1c(SCC(=O)N/N=C/c2c[nH]c3ccccc23)nnc1-c1ccc(Cl)cc1	0	10	-3	-2	4	9	2	-16	-2
COc1ccc(N2CC(C(=O)Nc3cccc(C)n3)CC2=O)cc1 (stereo not drawn)	0	9	3	0	21	-4	-5	-2	-2
Cc1ccc(C(=O)N/N=C/c2ccc(N3CCOCC3)cc2)c(C)c1	3	7	0	-9	18	-2	-9	-7	0
Cc1sc2nc(CN3CCOCC3)[nH]c(=O)c2c1-c1ccccc1	2	10	-2	-2[fluorescence artefact?]	3	-2	0	4	1
CC(=O)N1CCC(Nc2ccc(C)cc2)CC1	-1	17	0	7[fluorescence artefact?]	0	6	2	-7	3
COc1ccc2c(c1)CCc1c(C(=O)N3CCCCCC3)noc1-2	3	11	4	0	1	2	3	-10	1
CCc1nnc(NC(=O)c2ccc(S(=O)(=O)N3CCc4ccccc4C3)cc2)s1	3	5	-1	8	3	2	-13	-14	0
CCOC(=O)Cn1cc(/C=N/NC(=O)CC#N)c2ccccc21	2	7	0	-2	13	4	-2	10	1
Cc1ccc(NC(=S)Nc2cccc3cnccc23)cc1C	1	6	32	-15	21	0	-1	4	17
CCOc1ccc(NC(=O)c2nn(C)cc2Br)cc1	1	13	-1	-6[fluorescence artefact?]	10	5	4	-8	2
Cc1cc(NC(=O)c2cc3n(n2)C(C(F)(F)F)CC(c2ccco2)N3)no1 (stereo not drawn)	9.9*	7	0	6	6	6	-4	-17	-5
CCOc1cccc(-c2cc(C(=O)N/N=C/c3ccc(OC)c(CN4CCOCC4)c3)c3ccccc3n2)c1	5	4	0	-6	0	6	0	-1	-4
Nc1cc(=O)[nH]c(SCCOc2ccccc2)n1	-1	4	-2	-9	19	1	-8	-1	-1
O=C(Nc1cccc([N+](=O)[O-])c1)c1ccc2c(c1)OCCO2	0	8	-2	-13[fluorescence artefact?]	1	4	-7	-25	4
CCC1(C)Cc2c(c(=O)n(-c3ccccc3)c3ncnc(N)c23)CO1 (stereo not drawn)	0	9	-1	x	7	4	5	-5	3
Cc1cc(-c2ccco2)n(CC(=O)NCc2ccccc2)n1	-3	7	1	16	1	10	2	-3	-2
COc1ccc(NC(=O)CSc2nc3ccsc3c(=O)n2Cc2ccccn2)c(OC)c1	-2	11	3	-19	24	2	-4	1	3
O=C(O)CC(Cc1ccccc1)c1ccc2c(c1)OCO2 (stereo not drawn)	-5	19	1	12	1	8	5	6	-1
CC(C)(C)NC(=O)CN(Cc1ccc2c(c1)OCO2)C(=O)CNC(=O)c1cccs1	0	-2	1	2	19	-7	-10	-8	-2
Cc1cccc(-c2c3c(=O)n(C)c(=O)n(C)c3cn2C2CCCCC2)c1	-2	17	-4	-6	3	-1	4	-22	-2
CSc1nc(C)c(Cc2c(F)cccc2Cl)c(=O)[nH]1	3	11	-1	-1	12	-1	-3	-1	-1
COc1ccccc1Nc1nnc(SCC(=O)N2CC(=O)Nc3ccccc32)s1	-2	5	4	-12	-1	4	-13	-6	-1
CN(O)C(=O)Nc1ccc([N+](=O)[O-])cc1	1	0	0	-6	9	-6	0	-28	4
NC(=O)c1c(NC(=O)C2CCCO2)sc2c1CCC2 (stereo not drawn)	5	50*	3	-2[fluorescence artefact?]	1	23	-1	6	3
CCCOc1ccc(/C(O)=C2/C(=O)C(=O)N(CCCOC)C2c2cccnc2)cc1 (stereo not drawn)	-3	9	-1	54	-1	4	2	2	-10
CC(=O)c1cc(-c2ccccc2)[nH]c1N1CCOCC1	-3	13	0	-17	-1	1	-2	-1	-5
Oc1ccc2ccccc2c1CN1CCCC1	4	12	4	2	10	3	-5	18	1
CCN(CC)c1ncnc2c1cnn2C	-1	11	-1	7	-2	0	1	-26	-3
CC(C(=O)NCCCN1CCOCC1)n1cccc1C(=O)c1ccccc1 (stereo not drawn)	3	15	-4	6	10	7	4	-20	-1
NNC(=S)NCCc1ccccc1	-3	5	0	-7	16	0	-3	-2	2
O=S(=O)(c1cccs1)N1CN(Cc2ccccc2)c2nc3ccccc3nc21	-1	10	2	5	1	5	4	-3	6
Cc1c(NC2=NC3(CCCCC3)Cc3ccccc32)c(=O)n(C)n1-c1ccccc1	-3	14	3	7	0	8	-5	-2	-1
CCc1ccc(-c2nc(CSCC(=O)N3CCN(c4ncccn4)CC3)c(C)o2)cc1	0	8	-4	3	1	0	-3	-1	0
C=CCC(NCc1ccco1)c1ccc(OC)cc1 (stereo not drawn)	1	14	-1	-3	0	6	3	-8	3
CCCCNc1nnc(CCn2nc(C)c(Br)c2C)s1	-1	10	-3	-2	3	-2	-4	-12	-3
Cc1csc(NC(=O)CCn2c(=O)sc3ccccc32)n1	3	14	2	-4	2	4	1	-11	-3
C=CCn1c(-c2cccn(Cc3ccc(Cl)cc3)c2=O)n[nH]c1=S	-2	14	5	-16	0	-5	-4	-5	12
CCN(CC)CCNC(=O)Cn1nc(Cc2ccccc2)c2ccccc2c1=O	-1	26	0	3	0	13	1	-7	4
COc1cc(-c2cc(=O)c3c(O)c(OC)c(OC)c(OC)c3o2)cc(OC)c1OC	x	8	1	2	17	2	6	0	2
CN(Cc1ccccc1)C(=O)CCNS(=O)(=O)c1ccc2c(c1)oc(=O)n2C	-1	15	-1	-5	-9	4	26	26	1
CC1(C)CC(c2nc(-c3ccc(Br)cc3)cs2)CCS1 (stereo not drawn)	4	7	0	5[fluorescence artefact?]	1	-3	-11	-10	4
O=C(NCc1ccncc1)Nc1ccccc1F	-2	1	1	-2	23	-5	-3	-2	1
O=C(NCCCCNC(=O)c1ccco1)c1ccco1	1	7	1	-8[fluorescence artefact?]	0	2	-7	-8	-1
O=C(CCS(=O)(=O)c1cccc2nonc12)N1CCCc2ccccc21	-1	8	0	-8	-4	1	-3	-3	-3
CCn1cc(C(=O)NCc2cccnc2)c2cc(OC)c(OC)cc2c1=O	0	0	3	5[fluorescence artefact?]	-2	-5	-22	-26	-4

Sorted by count of non-hydrogen atoms (high to low): some entries from above.
SMILES	Wee1 stabilizer	FXIIa inh	Runt-CBFb FRET	14-3-3 Bad inh	Hck-Nef inh	FXIa inh	Thrombin inh	KLK5 inh	Runt-SMMHC FRET
O=C(CCS(=O)(=O)c1cccc2nonc12)N1CCCc2ccccc21	-1	8	0	-8	-4	1	-3	-3	-3
CC1(C)CC(c2nc(-c3ccc(Br)cc3)cs2)CCS1 (stereo not drawn)	4	7	0	5[fluorescence artefact?]	1	-3	-11	-10	4
C=CCC(NCc1ccco1)c1ccc(OC)cc1 (stereo not drawn)	1	14	-1	-3	0	6	3	-8	3

Carrying on:
SMILES	Wee1 stabilizer	FXIIa inh	Runt-CBFb FRET	14-3-3 Bad inh	Hck-Nef inh	FXIa inh	Thrombin inh	KLK5 inh	Runt-SMMHC FRET
COc1ccc(OC)c(N2Cc3cc(C)c(C)cc3C2)c1	0	16	3	1	3	7	6	-4	10
Cc1c(C(=O)N2CCN(c3ccc(C(F)(F)F)cn3)CC2)oc2ccccc12	0	10	-1	9	3	-4	1	-20	0
c1ccc(N2CC3CCc4ccccc4C3=N2)cc1 (stereo not drawn)	-2	-13	14	-11	19	-19	-14	-15	32
Cc1occc1C(=O)N1CCN(C(c2ccccc2)c2ccccc2)CC1	-3	10	1	5	1	-8	-6	5	0
CC(NC(=O)C(=O)N/N=C/c1ccccc1)c1ccccc1 (stereo not drawn)	-2	10	2	-8	23	-1	-2	4	0
O=c1cc(-c2ccccc2)c2cc3c(cc2[nH]1)OCCO3	-1	6	1	18	-12	-2	-7	3	1
O=C(NCCCN1CCOCC1)c1cn(-c2ccccc2)nc1-c1cccs1	-3	20	3	14	2	2	0	-15	0
CC(=O)Nc1ccccc1NS(=O)(=O)c1cccc([N+](=O)[O-])c1	-3	13	1	-5	19	-3	0	-6	0
CCC1(c2ccccc2)NC(=S)N(c2cccc(C)c2C)N1 (stereo not drawn)	-1	5	14	-10	-2	3	-6	-5	18
